OX1R antag: blocks the human orexin 1 receptor; CHO/OX1R cells, Fluo-8 calcium fluorescence, orexin A; inhibition, % at 5 µM; actives 0.43% (n = 330,000); AID 434989;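 active means inhibition above its plate's threshold, mean inhibition of all tested compounds on the plate plus 3 SD, cut at about 37% in these data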;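 further: 0% = orexin A challenge wells and 100% = SB-334867-A antagonist wells; not every result past the cut was called active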
Target sequence (O43613 whole entry, looked up): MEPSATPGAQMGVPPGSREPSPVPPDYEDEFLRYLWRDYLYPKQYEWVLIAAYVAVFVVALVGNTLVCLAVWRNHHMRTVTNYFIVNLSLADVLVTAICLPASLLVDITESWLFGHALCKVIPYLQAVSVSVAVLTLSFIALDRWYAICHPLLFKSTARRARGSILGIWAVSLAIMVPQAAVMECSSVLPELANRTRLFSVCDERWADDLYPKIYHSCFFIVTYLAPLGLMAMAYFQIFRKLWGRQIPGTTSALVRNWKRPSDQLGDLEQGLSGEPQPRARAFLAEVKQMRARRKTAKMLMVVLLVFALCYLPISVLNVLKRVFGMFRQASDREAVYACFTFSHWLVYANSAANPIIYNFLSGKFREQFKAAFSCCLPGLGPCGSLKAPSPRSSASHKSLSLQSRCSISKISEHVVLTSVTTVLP
CHT PAM: allosteric activators of human choline transporter CHT | Q9GZV3 | CHT-expressing cells, membrane potential dye, choline EC20; active compounds read high; LV-AA mutant CHT in HEK293 cells | B-score at 10 µM | actives 0.49% (n = 310,000) | AID 488977;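 active means initial fluorescence not abnormally high and integrated response B-score, plate-corrected, over 3 SD above library mean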
Target sequence (Q9GZV3 whole entry, looked up): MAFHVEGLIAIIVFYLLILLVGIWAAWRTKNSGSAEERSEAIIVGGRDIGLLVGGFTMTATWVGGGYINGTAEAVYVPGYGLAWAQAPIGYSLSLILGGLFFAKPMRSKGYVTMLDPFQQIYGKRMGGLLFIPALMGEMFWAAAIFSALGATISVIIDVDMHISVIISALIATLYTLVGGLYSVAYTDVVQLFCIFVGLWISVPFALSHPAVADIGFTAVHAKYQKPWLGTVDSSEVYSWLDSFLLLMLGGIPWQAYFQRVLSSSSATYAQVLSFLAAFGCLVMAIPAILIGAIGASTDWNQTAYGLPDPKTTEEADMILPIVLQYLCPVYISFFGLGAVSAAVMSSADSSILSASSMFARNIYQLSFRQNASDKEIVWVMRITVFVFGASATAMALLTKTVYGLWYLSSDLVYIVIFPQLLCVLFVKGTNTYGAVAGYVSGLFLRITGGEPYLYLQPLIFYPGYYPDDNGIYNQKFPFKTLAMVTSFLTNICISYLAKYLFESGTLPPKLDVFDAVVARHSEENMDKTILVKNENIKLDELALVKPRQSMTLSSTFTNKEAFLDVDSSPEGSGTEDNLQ
Numbers without * were called inactive; i = inactive; nt = no result given; & = joins results of further samples.

SMILES	OX1R antag	CHT PAM
Cc1ccc(-n2c3c(cc(C(=O)NC4CCSC4=O)c2=O)C(=O)CC(C)(C)C3)cc1 (stereo unspecified)	-11	i
CCOc1ccc(S(=O)(=O)NC2CCCC2)cc1	-10	i
O=C(Nc1cc(Cl)cc(Cl)c1)C(NCCO)c1ccccc1 (stereo unspecified)	-9	i
COc1ccc([N+](=O)[O-])cc1C(=O)NC1CCN(Cc2ccccc2)CC1	-19	6.9*
Cc1cc(C)cc(NC(=O)Nc2ccc(N3CCCCC3)cc2)c1	-24	i
Cc1ccc(C)c(C(=O)CN2Cc3ccccc3C2=O)c1	-24	i
COC(=O)c1ccc(C)c(NC(=O)CCSc2ccccc2)c1	-32	i
CC1CCN(c2nc3c(c(=O)n(C)c(=O)n3C)n2CCSc2nc3ccccc3s2)CC1	-29	i
CC(=O)c1cc2c(cc1NC(=O)C1CC=CCC1C(=O)O)OCO2 (stereo unspecified)	-4	i
CCOc1c2ccc(C(=O)NCCc3ccc(C)cc3)cc2nn1CC	-21	i
Cc1ccc(S(=O)(=O)N2CCC3(CC2)OCCN3S(=O)(=O)c2cccs2)cc1	-11	i
CCOC(=O)C1(Cc2ccccc2)CCCN(Cc2cnn(CC)c2)C1 (stereo unspecified)	-9	i
O=C1COc2ccc(S(=O)(=O)NCc3ccccc3)cc2N1	-5	i
CSc1ccccc1NC(=O)COC(=O)c1ccc(O)cc1	-8	i
Cc1ccc(C(=O)CSc2nnc(COc3ccc(C#N)cc3)n2-c2ccccc2)cc1	-17	i
Cc1cc(C(=O)N2CCN(c3ncccn3)CC2)sc1-c1ccccc1	-6	i
CCc1ccccc1NC(=O)COc1ccc(N2CC(C(N)=O)CC2=O)cc1 (stereo unspecified)	-9	i
CCCC(=O)c1ccc(N2CCC(C)CC2)c(F)c1	-8	i
Nn1cc(-c2ccccc2)nc1SCC(=O)Nc1cccc(S(N)(=O)=O)c1	-7	i
COc1cccc(NC(=O)Nc2nnc(Cc3ccc(F)cc3)s2)c1	-28	i
CCCCS(=O)(=O)N1CCCC(C(=O)N2CCOCC2)C1 (stereo unspecified)	-6	i
Fc1ccc(N/N=C2/CCSc3sccc32)c(F)c1	-24	i
Cc1cc(C)c2[nH]c(O)c(N=NC(=S)NCC3CCCO3)c2c1 (stereo unspecified)	-4	i
Cc1ccc(NC(=O)c2ccc(F)cc2)cc1S(=O)(=O)N1CCCCCC1	-21	i
Cc1cccc(C)c1NC(=O)CN(C)C(=O)c1ccc(NS(=O)(=O)c2ccc3[nH]c(=O)[nH]c3c2)cc1	-9	i

Whole records from above.
CC(=O)c1cc2c(cc1NC(=O)C1CC=CCC1C(=O)O)OCO2 (stereo unspecified) across the screens: OX1R antag: -4; CHT PAM: i
Cc1cc(C)cc(NC(=O)Nc2ccc(N3CCCCC3)cc2)c1 across the screens: OX1R antag: -24; CHT PAM: i
CCc1ccccc1NC(=O)COc1ccc(N2CC(C(N)=O)CC2=O)cc1 (stereo unspecified) across the screens: OX1R antag: -9; CHT PAM: i

Following part
SMILES	OX1R antag	CHT PAM
Cc1c(O)ccc(-c2[nH]ncc2-c2nc3ccccc3s2)c1O	4	i
O=C(O)CCn1cc(/C=C\C(=O)c2ccc(Cl)cc2)c(-c2cccc(Br)c2)n1	-3	i
COc1cc(CNc2ncc(-c3ccc(Br)cc3)n2C)cc(OC)c1OC	-11	i
COC(=O)c1cccc(-n2c(CCC(=O)O)ccc2-c2cccs2)c1	-29	i
CCC(C)C(=O)OCC1(c2ccc(C)cc2OC(=O)C(C)C)CO1 (stereo unspecified)	-19	i
CCOC(=O)c1cc(C(C)=O)c(=O)n(C)c1N	-7	i
CCC1CCCCN1C(=O)COC(=O)CN(C)S(=O)(=O)c1ccc(NC(C)=O)cc1 (stereo unspecified)	4	i
CC(C)(C)C(=O)Nc1ccc(C(=O)Nc2cc(NC(=O)c3ccc(NC(=O)C(C)(C)C)cc3)cc(C(=O)O)c2)cc1	-9	i
CSc1cccc(NC(C)C(=O)NCc2ccccc2)c1 (stereo unspecified)	-24	i
COc1ccc(CC(=O)NCCN2CCOCC2)cc1	-5	i
CCOc1ccc(C2C(C(=O)c3ccco3)=C(O)C(=O)N2CCCn2ccnc2)cc1OC (stereo unspecified)	-8	i
O=C(Nc1cccnc1)c1ccc(COc2cc(Cl)ccc2Cl)o1	0	i
O=C(COc1ccccc1)Nc1nnc(S(=O)(=O)N2CCCCC2)s1	-13	i
O=C1CC(NS(=O)(=O)c2cccs2)CN1c1ccccc1 (stereo unspecified)	-25	i
Cc1nc(N2CCOCC2)c2c(C)c(C(=O)Nc3ccc(F)cc3F)sc2n1	-28	i
CCCCOc1ccc(C(=O)NCC(=O)NCCCn2nc(C)cc2C)cc1	-18	nt
CCCOC(=O)NC(CC)COC(=O)Nc1cc(C)ccc1C (stereo unspecified)	-31	i
COc1ccc(CN2CCN(CCC(C)C)C(CCO)C2)cc1Cn1cccn1 (stereo unspecified)	-16	i
N#Cc1ccccc1CN1C(=O)NC2(CCCCCC2)C1=O	-14	i
COC(=O)CNc1ccc2c(c1)OCO2	-15	i
Cc1sc(/C=C2\C(=O)ON=C2c2ccccc2)cc1Br	-7	i
Cc1ccccc1OCc1nnc(SCC(=O)O)n1-c1cccc(Cl)c1	-12	i
CCn1c(=O)c([N+](=O)[O-])c(NCC(O)c2ccccc2)c2ccccc21 (stereo unspecified)	-6	i
O=C(c1ccc(NC2=NC3CS(=O)(=O)CC3S2)cc1)N1CCN(Cc2ccccc2)CC1 (stereo unspecified)	-7	i
OCc1c[nH]c2ccccc12	-5	i
Other results follow.
SMILES	OX1R antag	CHT PAM
CCOc1ccccc1Oc1cn[nH]c1-c1ccc(O)cc1O	-6	i
O=C1C2CC=CCC2C(=O)N1CC1CCCO1 (stereo unspecified)	-9	i
COc1cc(-c2c(-c3ccsc3)sc3ccccc23)cc(OC)c1OC	-29	nt
C=CC[n+]1cccc(-c2cc3ccc(C)cc3[nH]2)c1	nt	i
CC1=CS/C(=C(/C#N)C(=O)N2CCCCC2)N1c1ccccc1	-34	i
COc1ccc(-n2nc(C(=O)NCC(=O)Nc3ccc(F)cc3)c3ccccc3c2=O)cc1	-5	i
Cc1cc(C)c2cc(C(O)c3nnnn3Cc3ccccc3)c(=O)[nH]c2c1 (stereo unspecified)	-11	i
O=C(O)c1cccc2c1C(=O)N(c1ccccc1)C2	3	i
CC(OC(=O)c1cnccn1)C(=O)Nc1nc(-c2cccc([N+](=O)[O-])c2)cs1 (stereo unspecified)	-22	nt
Cc1cc(C)n(-c2nnc(NC(C)(C)C)nn2)n1	-4	i
COc1cc(C2NC(=O)NC(C)=C2C(=O)NCc2ccccc2)c(Cl)cc1O (stereo unspecified)	-3	i
C=CCNC(=O)N1c2ccccc2Sc2ccccc21	-33	i
O=C1C(Cc2ccccc2)Nc2ncnc(N3CCOCC3)c2N1Cc1ccccc1 (stereo unspecified)	-11	nt
COc1ccc2c3c(c(=O)oc2c1OCC(=O)O)CCCC3	-4	i
CCOC(=O)C1CCCN(CCCc2ccccc2)C1 (stereo unspecified)	-2&9	i
CCN(CC(=O)Nc1c(F)cccc1F)C(=O)Cn1c(=O)cnc2ccccc21	-22	nt
C=CCN1C(=O)CSc2ccc(C(=O)NC(C)c3ccccc3)cc21 (stereo unspecified)	-7	i
COCC1CCN(C(=O)C2CCC(=O)N(Cc3cccc(F)c3)C2)CC1 (stereo unspecified)	-9	i
O=C(C1CC1)N1CCc2cc(S(=O)(=O)N3CCCc4ccccc43)ccc21	-16	i
O=C(C1CCCCC1)N1CCN(c2ncccn2)CC1	-4	i
COc1ccc(C(=O)COc2ccccc2C(N)=O)cc1	-1	i
O=S(=O)(c1cccc(S(=O)(=O)N2CCC(Cc3ccccc3)CC2)c1)N1CCOCC1	-19	i
CCN(CC)S(=O)(=O)c1ccc(N2CCOCC2)c(NC(=O)c2ccc(=O)n(C)n2)c1	-17	nt
C=CCNc1nc2ccccc2nc1NS(=O)(=O)c1cccs1	-2	i
COc1ccc(CN2C(=O)CS/C2=N/N=C/c2ccccc2)cc1	-1	i

Structures above with a cyano group:
SMILES	OX1R antag	CHT PAM
Cc1ccc(C(=O)CSc2nnc(COc3ccc(C#N)cc3)n2-c2ccccc2)cc1	-17	i
N#Cc1ccccc1CN1C(=O)NC2(CCCCCC2)C1=O	-14	i
CC1=CS/C(=C(/C#N)C(=O)N2CCCCC2)N1c1ccccc1	-34	i

The listing continues.
SMILES	OX1R antag	CHT PAM
Cc1cccc(NS(=O)(=O)c2nnc(NC(=O)C3CCCCC3)s2)c1	-19	i
COCCN=C1Sc2nc3cc4c(cc3cc2CN1CC1CCCO1)OCO4 (stereo unspecified)	-24	i
CC1(c2ccccc2)O[C@@H]2C[C@H]3[C@@H]4CCC5=CC(=O)C=C[C@]5(C)[C@@]4(F)[C@@H](O)C[C@]3(C)[C@]2(C(=O)CO)O1 (stereo partly specified)	6	i
CCOC(=O)c1cc2c(C)n(-c3ccc(OCC)cc3)c(C)c2ccc1=O	-32	i
O=C(Nc1ncccn1)c1cccc(F)c1	-6	i
Cc1ccc(NC(=O)CSc2ccc(C(N)=O)cc2[N+](=O)[O-])cc1	-23	i
Cc1cccc(C(=O)c2ccccc2C(=O)O)c1O	2	i
Cc1ccc(OCC(=O)NNC(=O)Cn2c(=O)cnc3ccccc32)cc1	-13	i
CCCC(=O)C1C(=O)CC(CC(C)SCC)CC1=O (stereo unspecified)	-30	i
COc1cc(NC(=O)CCN2C(=O)NC3(CCCC3)C2=O)c(OC)cc1Cl	-22	nt
Cc1ccc(CCNc2ccc3ccccc3c2)cn1	-14	i
CC(C)(C)OC(=O)NN1CC(=O)N2Cc3ccccc3C[C@@H]2C1=O	-8	i
COc1ccc(N2CCN(C(=O)c3sc4nc(-c5ccc(F)cc5)cn4c3C)CC2)cc1	-8	i
O=c1[nH][nH]c(=S)n1C1CCCCC1	-3	i
Cc1ccccc1OCc1nc(-c2ccc(NC(=O)c3ccc4c(c3)OCO4)cc2)no1	-9	i
Cc1ccccc1N(C(=O)c1ccccn1)C(C(=O)NCc1ccccc1)c1ccncc1 (stereo unspecified)	-18	i
CN(C)CCCNC(=O)C[C@H]1C[C@H](C(=O)N2CCCCC2)[C@@]2(C)c3[nH]c4cc(-c5ccco5)ccc4c3CCN2C1=O	-32	nt
Cc1ccnc(NC(=O)C2CCN(S(=O)(=O)c3ccc4ccccc4c3)CC2)c1	-44	i
C/C(CC(=O)Nc1cccnc1)=N\NC(=O)C(=O)NC(C)C	-11	i
CCc1ccc(-c2csc3ncn(CC)c(=O)c23)cc1	-33	i
CC(C)N1CCc2c(sc(NC(=O)Cc3ccccc3)c2C#N)C1	-8	i
O=C(COC(=O)c1cc([N+](=O)[O-])ccc1N1CCOCC1)NC1CCS(=O)(=O)C1 (stereo unspecified)	-9	i
Cc1ccc(Nc2nc(N)c([N+](=O)[O-])c(N3CCC(C)CC3)n2)cc1C	-11	i
COc1ccc(OC)c(N=C(N)N=C(N)N)c1	-5	i
COc1ccc(C=O)cc1CN1C(=O)c2ccccc2C1=O	-37	i

4 entries from above, ordered by the number in OX1R antag, descending:
molecule | OX1R antag
O=C(Nc1ncccn1)c1cccc(F)c1 | -6
COc1ccc(N2CCN(C(=O)c3sc4nc(-c5ccc(F)cc5)cn4c3C)CC2)cc1 | -8
Cc1ccccc1OCc1nc(-c2ccc(NC(=O)c3ccc4c(c3)OCO4)cc2)no1 | -9
Cc1ccc(NC(=O)CSc2ccc(C(N)=O)cc2[N+](=O)[O-])cc1 | -23

4 entries from above in a different format.
Molecule: CC(C)(C)OC(=O)NN1CC(=O)N2Cc3ccccc3C[C@@H]2C1=O
  OX1R antag = -8
  CHT PAM = i

Molecule: COc1ccc(N2CCN(C(=O)c3sc4nc(-c5ccc(F)cc5)cn4c3C)CC2)cc1
  OX1R antag = -8
  CHT PAM = i

Molecule: O=c1[nH][nH]c(=S)n1C1CCCCC1
  OX1R antag = -3
  CHT PAM = i

Molecule: Cc1ccccc1OCc1nc(-c2ccc(NC(=O)c3ccc4c(c3)OCO4)cc2)no1
  OX1R antag = -9
  CHT PAM = i

Remaining list, next part
SMILES	OX1R antag	CHT PAM
Cc1ccc(Cn2c(S(=O)(=O)O)nc3ccccc32)cc1	-16	i
O=C(COc1ccc(Br)cc1Cl)NCCCN1CCOCC1	-8	i
NC(=O)C1CCN(Cc2nc(-c3cccs3)no2)CC1	-6	i
COCc1cc(C)nc(Nc2ccc(C)cc2C)c1C#N	-10	i
CCCn1c(SCC(=O)OCC)nc(C(F)(F)F)cc1=O	-11	i
Cc1c(C(=O)NC(C)C2CC3CCC2C3)cccc1[N+](=O)[O-] (stereo unspecified)	-22	i
CCOc1ccc(C(=O)NCCN(C)C)cc1	-21	i
O=C(CNc1n[nH]c(=O)[nH]c1=O)N/N=C/c1ccccc1	-5	i
CCOC(=O)C1(C(F)(F)F)N=C(c2cccnc2)OC(N2CCOCC2)=N1 (stereo unspecified)	-8	i
CC1CCCCN1C(=O)C1CCN(S(=O)(=O)c2ccc(-n3cnnn3)cc2)CC1 (stereo unspecified)	-1	i
Cc1ccc(-c2nnn(CC(=O)N(Cc3cccs3)C(C(=O)NC3CCCCC3)c3ccco3)n2)o1 (stereo unspecified)	-34	i
Cc1cc(C(=O)NCc2ccc(Cl)cc2)n(-c2ccccc2)n1	-15	i
COc1ccc(NS(=O)(=O)c2ccc(-c3cnc(C4CC4)o3)cc2)cc1OC	27	i
COc1ccc2c(c1)C(=O)N1[C@H]3c4cc(C)ccc4OC[C@@H]3[C@H](c3ccccc3)[C@]1(C)C(=O)N2	-20	i
N#Cc1ccccc1OCC(=O)OCC(=O)c1ccc[nH]1	-11	nt
O=C(Cc1cccs1)Nc1cc(S(=O)(=O)N2CCCCC2)ccc1Cl	-19	nt
COc1ccc(F)cc1S(=O)(=O)Nc1ccc(C)cc1	-14	i
O=C(NCCC1=CCCCC1)c1cc(COc2c(F)cccc2F)on1	-26	i

From PubChem
